Assay outcomes (PubChem)
CHT block = inhibits the human high affinity choline transporter; 310,000 compounds, 0.86% hits; B-score at 10 µM; AID 488975; Q9GZV3; CHT-expressing cells, membrane potential dye, choline response; hits give low values;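 active = B-score over 3 SD under the library average, and starting fluorescence ratio not unusually high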;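 note: choline stimulus applied at its EC90 after an EC20 pre-addition; B-score computed on integrated fluorescence ratio after choline addition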
KCNQ2 block = KCNQ2 potassium channel inhibitors, primary screen, cell-based, CHO-K1, FluxOR thallium flux, B-score (AID 2156) | 310,000 compounds, 1.1% hits | O88943 | B-score at 10 µM | 20 min; hits give low values;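 active = fluorescence ratio B-score at most minus 3 library SDs, with starting brightness B-score within 2 library SDs, cut at about -5.5 in these data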
Target sequence (O88943 whole entry, looked up): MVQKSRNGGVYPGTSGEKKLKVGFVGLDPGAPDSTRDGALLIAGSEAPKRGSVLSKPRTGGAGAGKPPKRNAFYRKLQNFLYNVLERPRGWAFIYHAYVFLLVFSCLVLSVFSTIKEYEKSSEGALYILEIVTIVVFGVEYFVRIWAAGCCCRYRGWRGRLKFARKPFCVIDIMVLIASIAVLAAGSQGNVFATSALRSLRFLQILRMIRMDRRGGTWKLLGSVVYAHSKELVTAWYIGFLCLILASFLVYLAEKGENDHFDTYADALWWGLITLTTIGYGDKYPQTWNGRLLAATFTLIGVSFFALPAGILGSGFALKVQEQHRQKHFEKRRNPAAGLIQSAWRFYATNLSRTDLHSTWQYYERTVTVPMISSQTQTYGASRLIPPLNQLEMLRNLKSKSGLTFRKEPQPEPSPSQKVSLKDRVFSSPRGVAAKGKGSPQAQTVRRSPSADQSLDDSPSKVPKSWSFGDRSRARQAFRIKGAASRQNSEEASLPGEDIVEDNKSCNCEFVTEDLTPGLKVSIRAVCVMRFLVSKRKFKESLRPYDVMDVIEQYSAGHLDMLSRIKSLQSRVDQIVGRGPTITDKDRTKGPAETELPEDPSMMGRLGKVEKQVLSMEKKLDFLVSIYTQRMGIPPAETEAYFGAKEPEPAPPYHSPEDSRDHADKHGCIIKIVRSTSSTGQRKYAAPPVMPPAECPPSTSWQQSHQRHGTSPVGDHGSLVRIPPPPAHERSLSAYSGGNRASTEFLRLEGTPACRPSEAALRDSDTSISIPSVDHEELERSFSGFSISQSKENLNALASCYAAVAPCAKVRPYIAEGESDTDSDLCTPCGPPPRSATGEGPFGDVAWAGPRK
Kir21 inh = Kir2.1 (mouse) channel inhibition. AID 1672. P35561. 310,000 compounds, 0.85% hits. B-score at 10 µM. HEK293-Kir2.1, FluxOR thallium flux fluorescence; hits give low values;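 active = fluorescence ratio B-score at or below minus 3 SD of library scores, with starting-brightness B-score within 2 SD, cut at about -4.2 in these data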;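 note: channel flux triggered by added potassium and thallium sulfate stimulus; B-score of peak minus minimum fluorescence over baseline after thallium stimulus; more negative B-score means stronger Kir2.1 block with less thallium influx; some compounds called inactive have numbers as strong as hits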
Active calls of the source: *; i = inactive; · = no result given.

Values run as follows: CHT block, KCNQ2 block, Kir21 inh
COc1ccccc1-n1c(SCC(=O)O)nc2sc3c(c2c1=O)CCC3
    i, i, -0.97
CC(C(=O)N1CCCCC1)N(C)CC(=O)Nc1ccc(Cl)cc1 (stereo unspecified)
    i, i, 2.3
CC(C)c1ccc(/C=C/C(=O)NC(=S)Nc2ccc(CN3CCOCC3)cc2)cc1
    i, i, 0.04
COc1cc(NS(=O)(=O)c2c(C)[nH]c(C)c2C(=O)N2CCCC2)cc(OC)c1OC
    i, i, -0.8
Cc1cc(C)c(C(=O)CN2C(=O)NC3(CCCCC3)C2=O)cc1C
    i, i, 0.04
COc1ccc(OC(C)C(=O)N2CCc3ccccc3C2)cc1 (stereo unspecified)
    i, i, -1.4
CCOC(=O)c1c(C)noc1-c1ccc(Br)o1
    i, i, 1.6
COc1ccc(-c2nc(-c3ccc(O)cc3O)cs2)cc1OC
    ·, i, -1.2
COc1ccc(Cl)cc1NC(=S)Nc1ccccc1C
    i, i, 1.3
CCOc1ccc(N(CC(=O)NCc2ccccc2Cl)S(=O)(=O)c2c(C)[nH]c(=O)[nH]c2=O)cc1
    i, i, 0

In a second layout: results already given
| compound | CHT block | KCNQ2 block | Kir21 inh |
| --- | --- | --- | --- |
| COc1cc(NS(=O)(=O)c2c(C)[nH]c(C)c2C(=O)N2CCCC2)cc(OC)c1OC | i | i | -0.8 |
| Cc1cc(C)c(C(=O)CN2C(=O)NC3(CCCCC3)C2=O)cc1C | i | i | 0.04 |
| COc1ccc(OC(C)C(=O)N2CCc3ccccc3C2)cc1 (stereo unspecified) | i | i | -1.4 |
| CCOC(=O)c1c(C)noc1-c1ccc(Br)o1 | i | i | 1.6 |
| COc1ccc(-c2nc(-c3ccc(O)cc3O)cs2)cc1OC | · | i | -1.2 |
| COc1ccc(Cl)cc1NC(=S)Nc1ccccc1C | i | i | 1.3 |
| CCOc1ccc(N(CC(=O)NCc2ccccc2Cl)S(=O)(=O)c2c(C)[nH]c(=O)[nH]c2=O)cc1 | i | i | 0 |

More results follow:
Values run as follows: CHT block, KCNQ2 block, Kir21 inh
CN1CCN(S(=O)(=O)c2ccc(NC(=O)COc3ccccc3Cl)cc2)CC1
    i, i, 0.31
COC(CN(C)C(=O)c1ccc(CS(=O)(=O)c2ccccc2C)o1)OC
    i, i, 0.76
CSc1cc(-c2ccccc2)n(Cc2ccccc2Cl)c(=O)c1C#N
    i, i, 0.12
CC(=O)c1cccc(NC(=O)Nc2cccs2)c1
    i, i, -2.7
Clc1cccc(-c2csc(Nc3cccnc3)n2)c1
    i, i, 1.3
O=C(NCC1CCCO1)c1cccc(NS(=O)(=O)c2ccc(Br)cc2)c1 (stereo unspecified)
    i, i, -0.02
CCC(Oc1ccccc1)C(=O)Nc1nc2c(s1)C(=O)CC(C)(C)C2 (stereo unspecified)
    i, i, 0.56
CC(=O)N1CCN(c2cccc(C)c2C)CC1
    i, i, -0.39
Cc1ccc(S(=O)(=O)N(C)c2ccc(OCC(=O)OCC(=O)N(CC#N)c3ccccc3)cc2)cc1
    i, i, -0.07
CC1(C)CC(=O)C(C=Nc2cccnc2/N=C/C2=C(O)CC(C)(C)CC2=O)=C(O)C1
    i, i, 0.83
CCN(CC)CCCNC(=S)N1CCN(c2nc(-c3ccccc3)cs2)CC1
    i, i, -2.3
Cc1ccc(C(=O)NNC(=O)CCn2nnc3ccccc32)cc1
    i, i, -0.09
Cc1ccc(C)c(C(=O)CN2C(=O)NC3(CCC(C)CC3)C2=O)c1 (stereo unspecified)
    i, i, 0.1
CC1CN(C(=O)CCC(=O)NCc2ccccc2)c2cc(Cl)ccc2O1 (stereo unspecified)
    i, i, 0.03
COc1ccc(OC)c(C2=Nn3c(nnc3-c3cc(C)[nH]n3)SC2)c1
    i, i, 0.96
O=C(COc1ccc(S(=O)(=O)N2CCCCC2)cc1)NCc1ccccn1
    i, i, -2.7
Cc1cc(NC(=O)Cn2cc(C(F)(F)F)cc(Cl)c2=O)no1
    i, i, -0.95
Cc1ccsc1C(=O)NNC(=O)Nc1ccc(Cl)c(Cl)c1
    i, i, -0.37
CCOC(=O)c1cc(C)nn1-c1nc(Cl)cc(OC)n1
    i, i, 0.77
CCN(Cc1ccccc1)C(=O)Cn1c(=O)n(-c2ccc(OC)cc2OC)c(=O)c2c(C)c(C)sc21
    i, i, 1.5
CC(C)(C)OC(=O)NCc1ccc(CNC(=O)c2[nH]cnc2C(=O)NCC(=O)OCc2ccccc2)cc1
    i, i, 0.09
Cc1csc(Nc2nc(N)c(C(=O)Nc3cc(Cl)ccc3F)o2)n1
    i, i, -0.03
CCN(CC)CCN(Cc1cc2cc(C)c(C)cc2[nH]c1=O)C(=S)NCc1ccco1
    i, i, -0.52
CCC(=O)Nc1nnc(SCC(=O)Nc2cccc(Cl)c2)s1
    i, i, 1.1
CC(C)(C)c1ccc(-n2ncc3c2CCCC3NC(=O)C2(C(N)=O)CC2)cc1 (stereo unspecified)
    i, i, -1.2
COc1ccc(C(=O)CSc2nc(C)cc(C)n2)cc1C
    i, i, -1
O=C(/C(=N\O)n1cncn1)c1ccc(Br)cc1Br
    i, i, -0.78
CCOc1ccc(NC(=O)c2ccc(NC(=S)NC3CC3)cc2)cc1
    i, i, -1.4
COc1ccccc1CNC(=O)CN(C)S(=O)(=O)c1ccc(F)cc1
    i, i, -0.11
CC(C)(C)c1ccc(C(=O)NCc2nnc(SCC(=O)NC3CCCC3)o2)cc1
    i, i, -0.04
NC(=O)COC(=O)CCCc1nc2ccccc2s1
    i, i, 0.07
CC(/C(O)=C(\C#N)c1nc2ccccc2n1C)N1C(=O)c2ccccc2C1=O (stereo unspecified)
    ·, i, 1.8
O=C(c1cnn(C(=O)COc2ccccc2F)c1)c1cc(F)ccc1O
    i, i, -1.6
COc1ccc(/C=C(\NC(=O)c2ccccc2)C(=O)OC[C@@H]2CCC[N+]3(C)CCCCC23)cc1OC (stereo partly specified)
    i, i, -1.1
O=S(=O)(c1cccc(-c2nnc3n2CCCCC3)c1)N1CCCC1
    i, i, 2.7
O=C(C[n+]1cccc(O)c1)NCc1ccc(Cl)cc1
    i, i, -1.1
CCOC(=O)N1CCN(C(=O)c2cc(C)no2)CC1
    i, i, -0.77
CCOC(=O)Nc1ccc(S(=O)(=O)NC2CCCCC2)cc1
    i, i, -0.51
O=C1CCN(Cc2ccccc2)N1
    i, i, 0.6
CCCCCN(C(=O)CCC(=O)OCC(=O)N(CC#N)c1ccccc1)c1c(N)n(CCCC)c(=O)[nH]c1=O
    i, i, 0.25
CC(=O)Nc1ccc(C2=NN(CC#N)C(=O)SC2)cc1
    i, i, 0.25
COc1ccc(NC(=O)C2CCN(S(=O)(=O)c3c(C)noc3C)CC2)cc1Cl
    i, i, -1.4
CCc1ccc(C2CC(=O)NC(SCC(=O)OC(C)C)=C2C#N)cc1 (stereo unspecified)
    i, i, -2.7
Cc1cccc(C)c1OCC(=O)Nc1cccc(S(=O)(=O)N2CCCC2)c1
    i, i, -1.5
CC(=O)Nc1ccc(N2C(=O)CC(Sc3nccc(C)n3)C2=O)cc1 (stereo unspecified)
    i, i, -0.03
Cc1ccc(C)n1CCN1CCN(C(=O)c2ccco2)CC1
    i, i, -1.6
COc1ccccc1C(CNc1ccc(S(=O)(=O)N2CCCC2)cc1[N+](=O)[O-])N(C)C (stereo unspecified)
    i, i, -1.6
CCCc1nc2ccccc2c(=O)n1-c1c(C)n(C)n(-c2ccccc2)c1=O
    i, i, 2
O=C1c2ccccc2C(=O)N1CCSc1nnc(-c2ccco2)n1Cc1ccccc1
    i, i, -2.2
O=[N+]([O-])c1cccnc1N/N=C/c1ccccc1O
    i, i, 1.7

(further entries)
Values run as follows: CHT block, KCNQ2 block, Kir21 inh
CCOC(=O)c1ccc(N/C=C2/CCCC(C)C2=O)cc1 (stereo unspecified)
    i, i, 1.5
O=C(COc1ccc2ccc(=O)oc2c1)NCC(O)c1ccccc1 (stereo unspecified)
    i, i, 1.9
Cn1c(=O)n(C)c2cc(/C=N/N=C3/NC(=O)C(CC(=O)O)S3)ccc21 (stereo unspecified)
    i, i, 0.24
C=CCSc1nc(N2CCOCC2)c2c(c1C#N)CC(C)(C)N(C)C2
    i, i, 0.8
CS(=O)(=O)n1nc(OC(=O)c2cc(Br)ccc2Cl)cc1N
    i, i, -0.95
O=C1CC(N2CCN(c3ccccc3F)CC2)C(=O)N1c1ccc2c(c1)OCCO2 (stereo unspecified)
    i, i, 0.93
COc1cc(OC)cc(C(=O)Nc2ccc(Cn3ccnc3)cc2)c1
    i, i, -0.92
O=C(Cc1ncc(C(F)(F)F)cc1Cl)NCc1ccco1
    i, i, -0.49
O=C(/C=C/Nc1cccc([N+](=O)[O-])c1)c1ccco1
    i, i, 0.64
COC(=O)C1=C(C(=O)OC)C2C(C)=CC(C)=CN2C(C(=O)OC)=C1C(=O)OC (stereo unspecified)
    i, i, -0.31
CCC(C(=O)NC1CCCCC1)n1c(SCc2ccccc2F)nc2ccncc21 (stereo unspecified)
    i, i, 0.99
Cc1cc(C)cc(-n2c3nc4ccccc4nc3c3c(=O)n(Cc4ccco4)cnc32)c1
    i, i, -0.3
CCn1cc(/C=N/NC(=O)c2ccc3c(c2)OCO3)c(C)n1
    i, i, 0.71
O=C(c1ccc(-c2nc3ccccc3s2)s1)N1CCOCC1
    i, i, 0.62
C/C(=N\NC(=O)c1ccc(N(C)C)cc1)c1ccc(C)cc1C
    i, i, -0.13
Cc1noc(C)c1S(=O)(=O)N1CCCC(C(=O)N2CCc3ccccc3C2)C1 (stereo unspecified)
    i, i, 0.12
O=C(COc1ccc(Cl)cc1Cl)Nc1ccc(CN2CCCCC2)cc1
    i, i, -0.3
CSc1ccccc1OCc1cc(C(=O)N2CCN(c3ccccc3)CC2C)no1 (stereo unspecified)
    i, i, -1.6
COc1ccc(CCC(=O)NC(C)c2ccccc2)cc1OC (stereo unspecified)
    i, i, 1.2
O=C(NC(=S)NC1CCS(=O)(=O)C1)c1cccs1 (stereo unspecified)
    i, i, 0.56
Cc1cc(Cl)ccc1OCC(=O)N1CC(C)CC(C)C1 (stereo unspecified)
    i, i, -3.3
Cc1c(NC(=O)NCc2ccccc2)c(=O)n(-c2ccccc2)n1C
    i, i, -0.95
Cc1nc2ccc(C(=O)N3CCSCC3)cc2s1
    i, i, -1.6
COc1cccc(OC)c1C(=O)NNC(=O)c1cccnc1
    i, i, 0.14
CCOc1ccc(/C=N/NC(=O)c2nnn(-c3nonc3N)c2-c2cccs2)cc1
    i, i, 0.67
O=C(O)c1ccc(CSc2nnc(-c3ccco3)o2)cc1
    i, i, 0
CSc1ccc(S(=O)(=O)N(C)Cc2ccccc2)cc1
    i, i, -0.4
c1cn(CC2(Cn3ccnc3)COC2)cn1
    i, i, -0.75
CCCCCC(=O)Nc1c(-c2ccc(OC)cc2)c(=O)c2ccccc2n1C
    i, i, 2.7
CN(C)c1ccc(Nc2nc(-c3cccnc3)cs2)cc1
    i, i, 1.5
CCc1ccc(S(=O)(=O)Nc2nnc(N)s2)cc1
    i, i, 0.83
COc1ccc(OCc2nc3ccc(S(=O)(=O)Nc4ccccc4Cl)cc3[nH]2)cc1
    i, i, -2.3
CCc1cccc(C)c1NC(=O)CSc1nnc(Cc2csc(C)n2)o1
    i, i, 1.1
CC(=O)N/N=C\c1cccc(OC/C=C/c2ccccc2)c1
    i, i, 0.69
Cc1nnc2c(NC(C)C)nc3ccccc3n12
    i, i, -0.45
Fc1ccc(Nc2cccc3nccnc23)cc1
    i, i, -0.16
Cc1ccc(NS(=O)(=O)c2cc(C(=O)NCc3ccccn3)ccc2Cl)cc1
    i, i, 2.3
Clc1ccc(OCCCCSc2ncccn2)cc1
    i, i, 0.79
Cc1ccc(C(=O)OCC(=O)NC2CCCC2)cc1C
    i, i, 0.67
O=C1CCN(C(=O)CSc2ccc(Cl)cc2)N1
    i, i, 0.32
C=C(Cl)COC(=O)C1C2C=CC(C2)C1C(=O)O (stereo unspecified)
    i, i, -0.01
COc1ccc(CN2CCNC(=O)C2CC(=O)NCc2csc(C(C)C)n2)c(OC)c1 (stereo unspecified)
    i, i, 0.51
O=C1CC(c2ccccc2)CC(O)=C1C=NCc1ccccc1Cl (stereo unspecified)
    i, i, 0.02
O=C(NC(=S)NCc1ccc2c(c1)OCO2)c1ccccc1
    i, i, 0.54
CN(C)c1ccnc(SCc2ccccc2Cl)c1C#N
    i, i, -1.5
O=C(O)c1ccccc1N/C=C\[N+](=O)[O-]
    i, i, 0.25
CCOC(=O)Nc1ccc2c(COC(=O)CNS(=O)(=O)c3cccc(Br)c3)cc(=O)oc2c1
    i, i, 0.57
Cc1oc(-c2ccccc2F)nc1CS(=O)CC(=O)NCc1cccs1 (stereo unspecified)
    i, i, 0.01
NC(=O)CS(=O)(=O)c1nc2ccccc2n1Cc1ccccn1
    i, i, 0.02
CCCN(C(=O)COc1ccc(Cl)cc1Cl)c1c(N)n(Cc2ccccc2)c(=O)[nH]c1=O
    i, i, 0.64
COc1c(OC2OC(C(=O)O)C(O)C(O)C2O)cc(O)c2c(=O)cc(-c3ccccc3)oc12 (stereo unspecified)
    i, i, 0.17
CCN(CC(=O)NCc1cccs1)c1ccc(S(=O)(=O)N2CCN(C)CC2)cn1
    i, i, 1.1
O=C(C1CCCO1)N1CCN(C(=S)Nc2ccccc2F)CC1 (stereo unspecified)
    i, i, -0.02
